# CYP2C19 activ: activators of human cytochrome P450 2C19; 96,000 tested, under 10 active; recombinant CYP2C19, luciferin-H EGE luminescence; hits give high values; 0 = fully inhibited enzyme, 1 = untreated enzyme; P33261; activation factor at 5 µM;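 active = activation factor of at least 2 at 5 µM in the primary screen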;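 also: 0 = wells with 2.5 mM tranylcypromine and 1 = vehicle-only wells; values of inactives mirror those of a sister screen read the other way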
# Target sequence (P33261 whole entry, looked up): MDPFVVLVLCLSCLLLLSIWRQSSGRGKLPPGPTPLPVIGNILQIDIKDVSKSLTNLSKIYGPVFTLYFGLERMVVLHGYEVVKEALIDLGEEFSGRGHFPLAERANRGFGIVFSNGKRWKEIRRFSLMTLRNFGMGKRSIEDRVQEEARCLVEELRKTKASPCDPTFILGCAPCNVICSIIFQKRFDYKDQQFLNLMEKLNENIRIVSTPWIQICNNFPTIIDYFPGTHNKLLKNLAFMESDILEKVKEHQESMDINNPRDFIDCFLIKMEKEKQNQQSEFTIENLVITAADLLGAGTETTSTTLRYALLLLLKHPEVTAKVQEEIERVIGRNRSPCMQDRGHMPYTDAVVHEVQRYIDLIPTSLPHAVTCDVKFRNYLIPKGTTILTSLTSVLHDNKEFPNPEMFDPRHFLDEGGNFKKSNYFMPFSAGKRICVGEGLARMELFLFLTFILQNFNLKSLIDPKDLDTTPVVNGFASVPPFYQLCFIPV
# ERa coact pot: ER-alpha (human) coactivator binding potentiation. TR-FRET ERalpha-LBD/SRC-Cy5 coactivator binding, 2 h; 100 = basal binding, no effect. coactivator binding (% of control), % at 25.6 µM. 86,000 compounds, 1.3% hits; in the data active = activity above about 200%;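 also: binding measured in presence of low estradiol as agonist stimulus; 0% = peptide alone without receptor and 100% = receptor with peptide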
# Target sequence (P03372 whole entry, looked up, the tested form may be a part): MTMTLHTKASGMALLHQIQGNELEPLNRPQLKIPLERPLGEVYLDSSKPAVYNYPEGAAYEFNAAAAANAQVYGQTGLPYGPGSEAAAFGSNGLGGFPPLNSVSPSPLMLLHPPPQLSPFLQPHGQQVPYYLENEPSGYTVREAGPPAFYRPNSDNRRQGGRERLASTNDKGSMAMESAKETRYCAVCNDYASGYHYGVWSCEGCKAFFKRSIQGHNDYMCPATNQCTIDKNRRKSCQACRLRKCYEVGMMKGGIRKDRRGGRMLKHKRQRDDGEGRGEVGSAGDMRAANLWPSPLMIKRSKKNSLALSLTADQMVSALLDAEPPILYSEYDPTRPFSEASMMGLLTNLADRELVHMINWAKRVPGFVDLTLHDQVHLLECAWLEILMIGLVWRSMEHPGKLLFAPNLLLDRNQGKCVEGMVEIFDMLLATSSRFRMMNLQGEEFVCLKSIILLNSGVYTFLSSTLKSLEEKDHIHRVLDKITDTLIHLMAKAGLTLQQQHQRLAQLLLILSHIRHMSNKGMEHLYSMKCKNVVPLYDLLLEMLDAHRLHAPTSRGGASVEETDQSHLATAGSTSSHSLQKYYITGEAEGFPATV
# Mac1 fbg enh: increases human CD11b/CD18 adhesion to fibrinogen; K562 CD11b/CD18 adhesion to fibrinogen, ATPlite luminescence; activation, % at 10 µM; 93,000 compounds, 0.07% hits;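 active = 10 µM primary screen giving 50% or more activity, confirmed by 40% or more on retest at that dose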; also: strong numbers were not always called active
# CD11b adhes inh: CD11b/CD18-fibrinogen binding inhibition; inhibition, % at 10 µM; 93,000 compounds, 0.54% hits; P05107+P11215; AID 1497; K562 CD11b/CD18 adhesion to fibrinogen, ATPlite luminescence; Mn2+ added to activate the integrin;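 active = primary inhibition of 50% or more at 10 µM, then 40% or more on retest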; also: some results filed as inactive read as strong as hits
# ERa coact inh: blocks coactivator binding to human estrogen receptor alpha. inhibition, % at 25.6 µM. AID 629. P03372. TR-FRET ER-alpha LBD / SRC-1 peptide, estradiol-bound. 86,000 compounds, 1.7% hits; in the data active = inhibition above about 50%;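 also: 0% = receptor plus peptide control and 100% = peptide only without receptor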
# H69AR growth 86K: blocks growth of human H69AR lung tumor cells; viability, % at 10 µM; H69AR lung tumor viability, ATP luminescence, 72 h; hits give low values; 85,000 compounds, 6% hits;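 active = viability at or below 40%; inactive = viability above 40%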;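 also: multidrug resistant small cell line overexpressing MRP-1 efflux transporter; 100% = mean luminescence of untreated control wells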
# CYP2C19 inhib: blocks human cytochrome P450 2C19. P33261. CYP2C19 Supersomes, luciferin-H EGE luminescence, 30 min. inhibition, % at 5 µM. 96,000 compounds, 21% hits. AID 778;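 active = CYP2C19 inhibition above a set limit at 5 µM in the primary screen, cut at about 50% in these data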;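 also: plate controls were negative control wells for no effect and 2.5 mM tranylcypromine positive control for full effect; values of inactives mirror those of a sister screen read the other way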
# Lung fibro prol: blocks proliferation of human lung fibroblasts | AID 719 | viability, % at 10 µM | LL 47 human lung fibroblast viability, ATP luminescence; hits give low values | 85,000 compounds, 1.1% hits;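 active = viability at or below 50% in the single dose screen; inactive = viability above 50%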;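 also: compound exposure lasted 72 h before the ATP readout; 100% = median luminescence of untreated cell-only wells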
#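 Assay system: human lung fibroblast line LL 47, low passage. Input: 1,150 fibroblasts seeded per well. Times: overnight cell rest, 72 h compound treatment at 37 °C. Evaluation: % viability of median cell-only signal. Technique: luminescent ATP detection, CellTiter-Glo. Control set: cell-only wells, no compound.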
# HUVEC inhibit: inhibitors of human endothelial cell proliferation. HUVEC proliferation, CellTiter-Glo luminescence, 72 h; hits give low values. 86,000 compounds, 1.1% hits. viability, % at 10 µM (by protocol);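 active = viability at or below 30%; inactive = viability above 30%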;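 also: 100% = median luminescence of DMSO-only cell control wells on each plate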
# An asterisk follows results filed as active; / = not tested or not shown; [ ] = dose if it differs, or a comment.
1: Cc1nnc(NC(=O)CCSc2ccccc2)s1
2: Cc1ccc(S(=O)(=O)NCC(c2cccnc2)N(C)C)cc1 (stereo not drawn)
3: O=C(C1CCN(S(=O)(=O)N2CCOCC2)CC1)N1CCN(Cc2ccc3c(c2)OCO3)CC1
4: CSc1ccc(S(=O)(=O)NCc2ccccc2)cc1
5: COCc1nnc(NS(=O)(=O)c2ccc(Br)cc2)s1
6: Cc1onc(-c2ccccc2)c1C(=O)N1CCCN(C(=O)c2c(-c3ccccc3)noc2C)CC1
7: CCn1cc(S(=O)(=O)CC(=O)Nc2cc(C)ccc2C)c2ccccc21
8: CCCn1c(O)c(CN2CCCCC2)c(C)c(C#N)c1=O
9: Cc1ccc(C(=O)Nc2nc(-c3cccnc3)cs2)o1
10: CCCCc1c(O)n2c(nc3ccccc32)[nH]c1=O

assay / compound	1	2	3	4	5	6	7	8	9	10
CYP2C19 activ	0.7	0.4	0.9	0.3	1.1	0.9	0	1.1	1	1.1
ERa coact pot	91	92	110[fluorescence artefact?]	96	102	106	107	123	59[fluorescence artefact?]	112
Mac1 fbg enh	0	2	-4	12	-6	1	-1	-2	-3	0
CD11b adhes inh	-23	-8	-6	6	1	-7	2	10	14	-15
ERa coact inh	-16	-2	-5	-4	-7	-2	-5	-4	48	4
H69AR growth 86K	91	99	103	95	89	76	90	99	76	91
CYP2C19 inhib	34	61*	6	67*	-13	7	96*	-8	5	-12
Lung fibro prol	108	107	98	103	104	96	95	95	97	98
HUVEC inhibit	98	109	107	104	105	97	104	109	82	97

# Just CYP2C19 inhib and HUVEC inhibit (2 entries from above):
item	smiles	CYP2C19 inhib	HUVEC inhibit
1	Cc1nnc(NC(=O)CCSc2ccccc2)s1	34	98
7	CCn1cc(S(=O)(=O)CC(=O)Nc2cc(C)ccc2C)c2ccccc21	96*	104

# (more compounds)
11: O=C1Nc2ccc(F)cc2C12Nc1ccccc1-c1nnc(SCc3ccccc3F)nc1O2 (stereo not drawn)
12: O=C(O)c1ccc(CN(c2ccccn2)S(=O)(=O)c2ccccc2)cc1
13: Cc1cc(NC(=O)c2cc(C)on2)no1
14: Cc1cc(C(F)(F)F)nc(SCC(=O)Nc2ccccc2)n1
15: CCCOc1ccc(C2c3c(oc4cc(C)c(C)cc4c3=O)C(=O)N2CCCN2CCOCC2)cc1 (stereo not drawn)
16: O=C(CN1CCN(S(=O)(=O)c2cc(Cl)ccc2Cl)CC1)Nc1ccc2c(c1)OCCO2
17: COC(=O)C1C(=O)CC(C)(O)C(C(=O)OC)C1c1ccc2c(c1)OCO2 (stereo not drawn)
18: COc1ccc(C(=O)C[N+]2(C)CCOCC2)cc1
19: Cc1cc(C)nc(NCC(O)CNc2ccccc2Cl)n1 (stereo not drawn)
20: Cc1ccc(N2C(N)=C(C#N)C(c3cccnc3)C3=C2CCCC3=O)cc1 (stereo not drawn)

assay / compound	11	12	13	14	15	16	17	18	19	20
CYP2C19 activ	1	1	1	0.1	0.3	0.5	0.7	1	/	0.9
ERa coact pot	/	117	107	115	87	99	109	128[fluorescence artefact?]	114	118
Mac1 fbg enh	14	-1	-1	-3	7	-1	-3	-3	/	-3
CD11b adhes inh	-11	-12	0	5	2	-15	-4	-39	/	-4
ERa coact inh	/	6	-3	-23	6	2	-5	-10[fluorescence artefact?]	-9	-3
H69AR growth 86K	/	102	94	104	94	35*	103	88	93	30*
CYP2C19 inhib	-3	0	-1	91*	70*	54*	29	-2	/	14
Lung fibro prol	/	99	95	109	101	99	97	106	106	93
HUVEC inhibit	/	94	101	100	90	92	101	95	114	90

21: COc1ccc2[nH]c(=O)c(COC(=O)c3ccco3)cc2c1
22: CC(C)(C)n1nc2c(c1NC(=O)c1ccc(Br)o1)CS(=O)C2 (stereo not drawn)
23: CCOc1cc(CN2CCOCC2)cc(C(C)=O)c1
24: CC(C)NC(=O)c1ccccc1NC(=O)CCS(=O)(=O)Cc1ccccc1
25: Nc1nc(NC(=O)c2cccnc2)nn1-c1ccccc1
26: Cn1c(SCC(=O)c2ccccc2)nnc1-c1cccc(N)c1
27: Cc1nc(SCC(O)CO)c([N+](=O)[O-])[nH]1 (stereo not drawn)
28: Cc1ccc(SCC(=O)NCCN2C(=O)CSC2=O)c(C)c1
29: Cc1ccc(-n2c(N)c(-c3nc4ccccc4n3C)sc2=S)cc1
30: COc1ccc(C2C/C(=N\O)C(C)(C)O2)cc1 (stereo not drawn)

assay / compound	21	22	23	24	25	26	27	28	29	30
CYP2C19 activ	0.9	0.9	0.7	1	0.9	0.1	1	/	0.8	0.6
ERa coact pot	/	124	82[fluorescence artefact?]	96[fluorescence artefact?]	104[fluorescence artefact?]	100	84	94	81	109
Mac1 fbg enh	5	-4	-2	/	0	-6	-4	/	/	1
CD11b adhes inh	-22	-14	-9	/	6	-15	-15	/	/	0
ERa coact inh	/	5[fluorescence artefact?]	-4	-5	2	-5	-3	10	-5	24
H69AR growth 86K	/	94	95	94	87	83	107	89	60	110
CYP2C19 inhib	13	5	31	4	13	95*	-2	/	25	37
Lung fibro prol	/	105	88	103	101	104	99	100	74	97
HUVEC inhibit	/	88	91	98	104	101	91	89	68	98

# Part of the list above, as tab-separated lines.
item	mol	CYP2C19 activ	ERa coact pot	Mac1 fbg enh	CD11b adhes inh	ERa coact inh	H69AR growth 86K	CYP2C19 inhib	Lung fibro prol	HUVEC inhibit
25	Nc1nc(NC(=O)c2cccnc2)nn1-c1ccccc1	0.9	104[fluorescence artefact?]	0	6	2	87	13	101	104
26	Cn1c(SCC(=O)c2ccccc2)nnc1-c1cccc(N)c1	0.1	100	-6	-15	-5	83	95*	104	101
27	Cc1nc(SCC(O)CO)c([N+](=O)[O-])[nH]1 (stereo not drawn)	1	84	-4	-15	-3	107	-2	99	91
28	Cc1ccc(SCC(=O)NCCN2C(=O)CSC2=O)c(C)c1	/	94	/	/	10	89	/	100	89
29	Cc1ccc(-n2c(N)c(-c3nc4ccccc4n3C)sc2=S)cc1	0.8	81	/	/	-5	60	25	74	68
30	COc1ccc(C2C/C(=N\O)C(C)(C)O2)cc1 (stereo not drawn)	0.6	109	1	0	24	110	37	97	98

# (list continues)
31: Cc1ccc(Nc2nc(N)nc(CN3CCN(Cc4ccc5c(c4)OCO5)CC3)n2)cc1Cl
32: C=CCn1c(SCC(=O)Nc2cc(C)on2)nc2sc3c(c2c1=O)CCCC3
33: COc1cc(C(=O)N2CCN(C(=O)CC(C)C)CC2)cc(OC)c1OC
34: CCOc1ccc2c(O)csc2c1
35: COC(=O)CNC(=O)CCCCC(=O)NCC(=O)OC
36: Cc1cc2c(cc1C)-c1nnnn1C(C)(C)C2
37: CN(Cc1ccccc1)c1nc2c(c(=O)[nH]c(=O)n2C)n1Cc1ccccc1
38: Cc1ccc(-c2cc(N)n[nH]2)cc1
39: CC1(C)CC(=O)c2cc(OCC(=O)NCCCN3CCN(c4ccccc4F)CC3)ccc2O1
40: Cc1cc(OCCSc2nnc(-c3cccs3)n2C)ccc1Cl

assay / compound	31	32	33	34	35	36	37	38	39	40
CYP2C19 activ	0.4	1.2	0.9	1.1	1.1	0.4	0.9	0.9	0.7	0.4
ERa coact pot	100	/	100	72[fluorescence artefact?]	/	108	101	107	118	104
Mac1 fbg enh	-2	21	3	9	4	3	6	-4	3	1
CD11b adhes inh	-5	10	-55	-3	19	5	-10	9	8	-1
ERa coact inh	-3	/	-15	20[fluorescence artefact?]	/	-6	7[fluorescence artefact?]	8	1	1
H69AR growth 86K	14*	/	92	94	/	90	103	96	74	88
CYP2C19 inhib	60*	-15	12	-8	-14	59*	9	13	30	62*
Lung fibro prol	85	/	102	107	/	105	104	102	101	101
HUVEC inhibit	66	/	102	99	/	95	97	97	77	104

41: Cc1[nH]nc(-c2ccc(O)c(C)c2O)c1Oc1ccccc1
42: C=CCOC(=O)Nc1c(C(=O)OC)[nH]c2ccc(Cl)cc12
43: O=C(N/N=C/c1ccc(Cl)cc1)c1sccc1OCc1ccc(F)cc1
44: O=C1COc2ccc(C(=O)CSc3nnc(Cc4cccs4)n3-c3ccccc3)cc2N1
45: CCC1CCCCN1C1Sc2ccc(C(=O)OC)cc2NC1=O (stereo not drawn)
46: CC(=O)N1N=C(c2ccc(C)cc2)OC1c1ccc(C(C)C)cc1 (stereo not drawn)
47: COCCn1nnnc1C(c1ccccc1OC)N1CCN(c2ccccc2F)CC1 (stereo not drawn)
48: Cc1ccc(O)c(NC(=O)c2cccc(S(=O)(=O)N3CCCCC3)c2)c1
49: COc1ccc(C2C(C#N)=C(N)Oc3n[nH]c(C)c32)cc1CSc1ccccn1 (stereo not drawn)
50: CC(=O)n1c2ccccc2c2c1c1ccccc1n2C

assay / compound	41	42	43	44	45	46	47	48	49	50
CYP2C19 activ	0	1	1	0.9	0.7	0.8	0.9	0.4	0.7	0.9
ERa coact pot	72	99	/	125	/	92	109	106	97	106
Mac1 fbg enh	-2	-3	2	-2	-3	1	-1	2	5	-2
CD11b adhes inh	21	-1	8	-7	11	-1	7	6	-8	7
ERa coact inh	6	-7	/	20[fluorescence artefact?]	/	-7	3[fluorescence artefact?]	-11	-31	-36
H69AR growth 86K	93	96	/	56	/	105	95	91	83	58
CYP2C19 inhib	100*	3	4	15	34	23	14	59*	32	10
Lung fibro prol	92	104	/	99	/	96	102	95	94	80
HUVEC inhibit	101	92	/	86	/	94	116	90	76	78

51: CCC(c1nnc(SCC(=O)N2CC3(C)CC2CC(C)(C)C3)o1)N(C)C (stereo not drawn)
52: OCCCCCNc1ncnc2ccccc12
53: Cc1cc(NC(=O)CNC(=O)C2CCCCC2)no1
54: COc1ccc(S(=O)(=O)Cc2ccc(C(=O)NCc3ccco3)o2)cc1
55: Cc1noc2ncc(C(=O)c3cc(F)ccc3O)cc12
56: COC(=O)c1[nH]c2ccccc2c1NC(=O)C(C)N1CCN(C(=O)c2ccco2)CC1 (stereo not drawn)
57: Cc1cccc(-n2c(=O)[nH]c3c(C(N)=O)nc(CC(C)C)nc32)c1
58: c1coc(-c2nnc3sc(-c4cccs4)nn23)c1
59: COc1ccc(CNC(=O)CCc2nc(-c3ccccc3F)no2)c(OC)c1
60: O=S(=O)(c1ccc2c(c1)OCCO2)N1CCC(n2nnc3cc(C(F)(F)F)ccc32)CC1
61: COc1ccc(C2CC(C(F)(F)F)n3nc(C(=O)O)cc3N2)cc1OC (stereo not drawn)
62: COc1ccc(OC)c2c(C)cc(N3CCN(C(=O)c4ccc(F)cc4)CC3)nc12

assay / compound	51	52	53	54	55	56	57	58	59	60	61	62
CYP2C19 activ	1	/	0.9	0.9	0	0.9	1	0.4	0.3	0.1	1	1
ERa coact pot	115[fluorescence artefact?]	94	98	98	96	/	92	82	126[fluorescence artefact?]	123	/	88
Mac1 fbg enh	3	/	-7	12	-1	-1	0	-3	/	0	-1	-1
CD11b adhes inh	-5	/	-7	4	0	-1	-24	0	/	10	-6	-3
ERa coact inh	-7	-13	7	7	0	/	14	17	-13	-9	/	1
H69AR growth 86K	100	87	95	98	81	/	81	93	84	77	/	/
CYP2C19 inhib	3	/	6	8	96*	11	-3	64*	74*	94*	3	3
Lung fibro prol	95	97	99	93	95	/	101	91	98	94	/	101
HUVEC inhibit	89	94	107	101	82	/	101	89	105	86	/	78
